Source: PubChem BioAssay (The Scripps Research Institute Molecular Screening Center)
FBW7 activator: activators of human E3 ligase FBW7. AlphaScreen FBW7–phospho-cyclin E peptide binding, activator screen. normalized activity (activation), % at 26.1 µM. actives 0.13% (n = 650,000). AID 1259310; in the data active = normalized activity above about 1.9%;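 also: purified mutant Fbw7 with reduced substrate affinity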
GPR151 activ: human GPR151 activation | actives 1% (n = 650,000) | activation, % at 11.2 µM | PathHunter beta-arrestin GPR151 cells, luminescence | Q8TDV0; in the data active = activation above about 4.9%;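 also: 0% = median of compound wells and 100% = cells with positive control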
Target sequence (Q8TDV0 whole entry, looked up): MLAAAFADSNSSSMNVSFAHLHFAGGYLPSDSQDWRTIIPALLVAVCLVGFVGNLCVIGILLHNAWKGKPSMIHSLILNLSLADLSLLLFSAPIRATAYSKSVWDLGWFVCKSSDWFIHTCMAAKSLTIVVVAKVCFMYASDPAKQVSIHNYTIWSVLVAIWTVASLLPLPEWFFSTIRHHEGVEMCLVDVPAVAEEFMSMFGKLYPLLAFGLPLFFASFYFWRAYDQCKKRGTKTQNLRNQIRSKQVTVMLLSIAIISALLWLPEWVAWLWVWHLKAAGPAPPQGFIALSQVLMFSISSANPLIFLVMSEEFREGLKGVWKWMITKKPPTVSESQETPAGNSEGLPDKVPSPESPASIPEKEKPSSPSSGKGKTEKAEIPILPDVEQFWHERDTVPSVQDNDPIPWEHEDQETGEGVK
MITF primary: inhibitors of human MITF; AID 1259374; AlphaScreen MITF homodimerization, bead proximity signal; actives 0.91% (n = 650,000); inhibition, % at 2.6 µM; in the data active = inhibition above about 50%;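 also: 0% = vehicle wells with protein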
Target sequence (O75030 whole entry, looked up): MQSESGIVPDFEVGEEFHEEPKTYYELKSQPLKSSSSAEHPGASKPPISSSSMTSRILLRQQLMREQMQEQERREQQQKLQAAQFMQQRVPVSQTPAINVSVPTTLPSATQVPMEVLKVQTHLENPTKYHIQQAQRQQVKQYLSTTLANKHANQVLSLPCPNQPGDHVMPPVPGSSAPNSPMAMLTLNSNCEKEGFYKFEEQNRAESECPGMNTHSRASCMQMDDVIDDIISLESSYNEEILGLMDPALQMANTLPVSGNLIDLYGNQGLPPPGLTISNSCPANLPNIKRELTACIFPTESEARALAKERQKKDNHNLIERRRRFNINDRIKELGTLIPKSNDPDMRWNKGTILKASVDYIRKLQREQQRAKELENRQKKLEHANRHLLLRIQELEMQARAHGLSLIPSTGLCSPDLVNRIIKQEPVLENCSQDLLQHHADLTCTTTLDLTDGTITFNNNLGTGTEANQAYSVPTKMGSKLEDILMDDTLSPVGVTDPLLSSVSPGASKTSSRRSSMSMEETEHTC
TEAD-YAP inh: TEAD-YAP interaction inhibition | HEK-TIYL cells, TEAD-Gal4/YAP UAS-luciferase luminescence | actives 1.4% (n = 640,000) | AID 1259422 | inhibition, % at 9.12 µM; in the data active = inhibition above about 32%;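 also: 0% = median of test compound wells and 100% = reference inhibitor wells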
Numbers without * were called inactive.

SMILES	FBW7 activator	GPR151 activ	MITF primary	TEAD-YAP inh
Cc1nn(Cc2ccccc2)c(C)c1NC(=O)c1cc(-c2cccc(O)c2)on1	-0.1	0.4	6.8	-12.9
CCOC(=O)c1ccc(NS(=O)(=O)c2c(C)[nH]c(=O)[nH]c2=O)cc1	0.0	-0.2	7.1	5.0
CCOC(=O)C1=C(C)N(C)C(=O)NC1c1ccccc1[N+](=O)[O-] (stereo not drawn)	-0.1	-0.1	-0.4	0.8
Cc1n[nH]c(C)c1CCC(=O)N/N=C/c1ccco1	0.0	-0.1	-2.3	6.0
COCCNc1nc2nonc2nc1NCC1CCN(CC(C)C)C1 (stereo not drawn)	0.7	-1.1	13.7	7.5
COc1ccccc1NC(=O)CSc1nnc2sc3ccccc3n12	0.2	-1.5	11.0	3.1
COc1ccc(-c2noc(COc3ccccc3OC)n2)cc1	0.0	-1.1	5.8	-28.4
COC(CNC(=O)CCN1N=C(c2ccc(C)cc2)CCC1=O)OC	0.1	-0.2	8.9	-18.0
COc1ccc(NC(=O)C2CC(=O)N(CCc3ccc(OC)c(OC)c3)C(=Nc3ccc(F)cc3)S2)cc1 (stereo not drawn)	-0.1	0.7	3.5	-8.9
CCOC(=O)C1=C(C)N=c2s/c(=C/c3ccc4c(c3)OCO4)c(=O)n2C1c1ccc(Cl)cc1 (stereo not drawn)	0.1	0.6	-3.4	-5.7
COC(=O)C1=CN(c2ccc(F)c(Cl)c2)C=C(C(=O)OC)C1c1ccccc1	0.2	0.2	27.7	7.8
Cc1c(CC(=O)O)c(=O)oc2cc(OCc3ccc(C(=O)O)cc3)ccc12	0.1	-2.4	-6.9	1.6
O=C(OCc1cc([N+](=O)[O-])ccc1Cl)c1ccc([N+](=O)[O-])cc1	-0.2	-0.6	-1.7	-0.9
CCCN(CCC)S(=O)(=O)c1ccc(NS(=O)(=O)c2ccc(F)cc2)cc1	0.3	6.1*	3.2	6.0
Cc1[nH]nc(SCC(=O)N2CCN(c3ccc(F)cc3)CC2)c1[N+](=O)[O-]	0.1	-1.2	-12.8	8.4
CCOC(=O)c1ccc2ncc(C(=O)OCC)c(Nc3cccc(C(F)(F)F)c3)c2c1	0.1	-0.1	11.6	8.2
CC(=O)c1cccc(Nc2nc(-c3cccc([N+](=O)[O-])c3)cs2)c1	1.0	4.5	7.6	-58.6
CC(C)(C)c1nc(NCC2CCCO2)c2nnn(Cc3ccccc3)c2n1 (stereo not drawn)	0.4	4.4	14.2	-2.0
c1ccc(Nc2nc(NCc3cccnc3)c3[nH]cnc3n2)cc1	0.0	-1.5	19.4	-2.5
COC(=O)NC(Nc1cccc(C(F)(F)F)c1)C(=O)c1ccccc1 (stereo not drawn)	0.0	-1.0	-11.3	-9.6

Two entries from above, as labelled records:
> O=C(OCc1cc([N+](=O)[O-])ccc1Cl)c1ccc([N+](=O)[O-])cc1
  FBW7 activator = -0.2
  GPR151 activ = -0.6
  MITF primary = -1.7
  TEAD-YAP inh = -0.9

> CCCN(CCC)S(=O)(=O)c1ccc(NS(=O)(=O)c2ccc(F)cc2)cc1
  FBW7 activator = 0.3
  GPR151 activ = 6.1*
  MITF primary = 3.2
  TEAD-YAP inh = 6.0

Grouped by structure, the compounds so far containing fluorine
SMILES	FBW7 activator	GPR151 activ	MITF primary	TEAD-YAP inh
COc1ccc(NC(=O)C2CC(=O)N(CCc3ccc(OC)c(OC)c3)C(=Nc3ccc(F)cc3)S2)cc1 (stereo not drawn)	-0.1	0.7	3.5	-8.9
COC(=O)C1=CN(c2ccc(F)c(Cl)c2)C=C(C(=O)OC)C1c1ccccc1	0.2	0.2	27.7	7.8
CCCN(CCC)S(=O)(=O)c1ccc(NS(=O)(=O)c2ccc(F)cc2)cc1	0.3	6.1*	3.2	6.0
Cc1[nH]nc(SCC(=O)N2CCN(c3ccc(F)cc3)CC2)c1[N+](=O)[O-]	0.1	-1.2	-12.8	8.4
CCOC(=O)c1ccc2ncc(C(=O)OCC)c(Nc3cccc(C(F)(F)F)c3)c2c1	0.1	-0.1	11.6	8.2
COC(=O)NC(Nc1cccc(C(F)(F)F)c1)C(=O)c1ccccc1 (stereo not drawn)	0.0	-1.0	-11.3	-9.6

Carrying on.
SMILES	FBW7 activator	GPR151 activ	MITF primary	TEAD-YAP inh
COc1cc(OC)cc(C(=O)Nc2ccc(N3CCOCC3)cc2)c1	-0.1	-3.9	0.5	-11.2
Cc1ncc(CO)c2cc(C(N)=O)c(=Nc3ccc(OC(F)(F)F)cc3)oc12	-0.1	-0.9	4.8	-2.8
COC(=O)c1c(NC(=O)c2cccs2)sc2c1CCCC2	0.3	1.3	-24.0	2.2
Cc1cccc(Cc2nnc(CCC(=O)N3CCCC(CN4CCOCC4)C3)o2)c1 (stereo not drawn)	0.1	-0.7	6.7	1.5
Cc1ccc(N2CCN(S(=O)(=O)c3ccc4[nH]cc(C(=O)O)c(=O)c4c3)CC2C)cc1 (stereo not drawn)	0.1	0.1	14.5	4.7
CC1=NNC(=O)C1CCC(=O)N/N=C\c1ccccc1Cl (stereo not drawn)	0.0	0.1	-5.7	-9.9
O=C(N/N=C/c1ccccc1Br)c1ccc(F)cc1	0.0	-0.9	5.4	-22.4
CCCc1cc(C(=O)NC(C)CC)no1 (stereo not drawn)	-0.1	-1.2	-8.4	-22.8
CC(=O)NC(CC(C)C)c1nnc2n1CCN(Cc1ccccc1O)CC2 (stereo not drawn)	0.1	1.3	1.9	-0.6
CCCCOC(=O)c1cccc(NC(=O)c2ccc(OC)cc2)c1	-0.1	-0.3	-3.2	-25.1
Cc1cccc(-c2ccc(NC(=O)C3CCN(CC4CCOC4)CC3)cc2)c1 (stereo not drawn)	0.1	0.9	-0.7	-13.4
Cc1cc2c(cc1[N+](=O)[O-])-c1c(ssc1=S)C(C)(C)N2	-0.1	0.2	11.8	11.2
COc1cccc(OCC(=O)NNC(=O)C(=O)NC2CCCCC2)c1	0.1	1.6	2.1	0.0
CC(=O)c1ccccc1-c1ccc2c(c1)CC(CNC(=O)CC1CC1)O2 (stereo not drawn)	-0.1	0.8	11.1	2.8
CN1c2ccccc2-c2ccccc2C12C=Cc1c(ccc3ccccc13)O2 (stereo not drawn)	-0.1	0.2	4.7	-4.9
CCC(C)NC(=O)CCc1c(C)nc2cc(-c3cccc(F)c3)nn2c1C (stereo not drawn)	0.3	1.1	5.6	6.1
COc1ccccc1NC=C1C(=O)OC(C)(C)OC1=O	0.1	-1.4	0.2	-7.5
Cc1ccc(-c2nc(Nc3ccc4c(c3)OCO4)c3ccccc3n2)cc1	0.1	3.0	-10.1	-2.8
O=C1CN(C(=O)c2ncoc2-c2ccc(F)cc2)CCN1	0.4	-1.1	-3.6	-9.3
Cc1nc(C(C#N)C(N)=O)c2nnn(Cc3ccccc3Cl)c2n1 (stereo not drawn)	0.3	-0.6	20.9	4.9
COc1ccc(C(=O)NC(=S)NCC2CCCO2)cc1 (stereo not drawn)	0.0	1.7	0.7	-26.0
COc1ccccc1CNc1ccc(Br)cn1	0.0	0.5	13.3	-11.4
c1ccc(CSc2nc3ccccc3[nH]2)cc1	-0.1	-4.9	-5.8	-47.3
O=C(Cc1ccc(Cl)c([N+](=O)[O-])c1)N=C1N=C2C=CC=CN2Cc2ccccc21	0.5	-6.2	3.9	-32.9
O=C(CC[C@H]1CN(Cc2ccc3ccccc3c2)CC[C@H]1N1CCOCC1)NC1CCCC1	0.8	-0.6	17.6	2.9
CC(N=Cc1ccccc1O)C12CC3CC(CC(O)(C3)C1)C2 (stereo not drawn)	-0.1	0.9	-11.9	5.3
O=C(NC(OCC1COC(C(F)(F)F)(C(F)(F)F)O1)(C(F)(F)F)C(F)(F)F)c1ccco1 (stereo not drawn)	0.0	4.1	5.2	4.6
CCN1CCN(C(c2ccc(F)cc2)c2nnnn2Cc2ccc(F)cc2)CC1 (stereo not drawn)	0.0	1.9	-3.9	2.2
CC(C)[C@H](NC(=O)c1ccco1)C(=O)OCC(=O)N(C)c1ccccc1	-0.1	-0.3	-4.4	-6.6
CCN(CC)C(=O)[C@@H]1C[C@H](NC2CCN(C)CC2)CN1C1Cc2ccccc2C1	-0.1	0.3	-3.5	-5.5
CC(=O)Nc1ncc(CN2CCOCC2)s1	0.0	1.4	-2.6	8.2
COc1ccc(NC(=O)CSc2ccc(C(=O)O)cn2)cc1	0.0	-0.5	3.9	-5.2
Cc1cccc(CN2CCC3(CC2)NC(=O)c2ccccc2O3)n1	0.2	0.6	11.4	-1.1
Nc1c(C(=O)Nc2ccc(S(N)(=O)=O)cc2)sc2nc(-c3cccs3)cc(C(F)(F)F)c12	0.1	1.0	0.2	0.0
Cc1csc(SCc2cc(=O)c(OC(=O)c3ccc(C(C)(C)C)cc3)co2)n1	0.0	-0.5	1.6	3.5
C=CCn1c(C(=O)OCC)cc2sccc21	0.1	0.8	-2.8	4.8
Cc1cc(NCc2cccc(C(F)(F)F)c2)nc(-c2csc3ccccc23)n1	0.1	-0.2	13.9	-5.7
O=C(NCCNc1c(Cl)cccc1[N+](=O)[O-])c1cccc(Br)c1	-0.2	1.0	-13.3	-11.0
CCOc1ccc(Cc2nnc(SCC(N)=O)n2-c2ccccc2)cc1	-0.1	-1.3	14.4	2.3
COc1ccc(S(=O)(=O)NCc2ccncc2)cc1	-0.2	0.6	10.4	43.3*
CCNC(=O)CN(c1ccc(Cl)cc1)S(=O)(=O)c1ccc(OC)cc1	0.1	1.6	8.2	-1.1
Cc1ccc([N+](=O)[O-])cc1-c1ccc(/C=C(\C#N)C(=O)NCc2ccco2)o1	-0.1	1.2	0.3	3.3
CCc1ccccc1NC(=O)CSC1=C(C#N)C(c2ccc(C)o2)C2=C(CCCC2=O)N1 (stereo not drawn)	-0.1	-1.1	-2.6	55.2*
CC(=O)Nc1c([N+](=O)[O-])cc2[nH]c(=O)[nH]c2c1[N+](=O)[O-]	-0.1	-1.2	15.2	10.4
Brc1ccc(-c2nnc3sc(CN4CCOCC4)cn23)cc1	0.1	0.0	13.2	1.6
Cc1ccc(N2CC(C(=O)Nc3ccncc3)CC2=O)cc1 (stereo not drawn)	0.0	0.2	0.8	2.2
COc1ccc(Cl)cc1NC(=O)COC(=O)c1ccc(NC(N)=O)cc1	0.0	0.9	-1.6	8.8
O=S1(=O)N=C(COc2ccc(Cl)cc2Cl)Nc2ccccc21	-0.2	-2.9	-4.9	-61.6
COc1cccc(C(=O)Nc2ccc(-c3cn4ccccc4n3)cc2)c1	0.0	-3.5	11.4	-18.0
COc1cccc(OC)c1C(=O)N1CCN(C(=O)c2c(OC)cccc2OC)C(C)C1 (stereo not drawn)	0.0	-0.9	6.6	6.8
Cc1ccccc1P(=O)(CO)c1ccccc1C	0.1	-0.8	-1.0	7.6
C=CCN(C(=O)CSc1nc2[nH]ncc2c(=O)n1-c1ccccc1C)c1ccccc1	0.0	0.0	-2.0	8.2
CSc1ccc(/C=N/NC(=O)C(F)(F)F)cc1	0.2	-0.6	11.3	-7.0
CC(OC(=O)c1ccccc1F)C(=O)Nc1ccc(S(=O)(=O)N2CCOCC2)cc1 (stereo not drawn)	-0.1	2.1	-5.1	3.1
CCCS(=O)(=O)N1CCN(c2ncnc3c2nnn3CC)CC1	0.2	-1.5	4.8	-2.4
Cc1ccc(C(=O)c2ccccc2C(=O)OCC(N)=O)cc1	0.2	0.5	9.2	6.2
CC1CCCCN1CCNC(=O)c1ccc2c(c1)NC(=O)C(N1CCOCC1)S2 (stereo not drawn)	0.0	-0.5	16.6	-1.7
O=C(Nc1cc([N+](=O)[O-])ccc1O)c1ccc2c(c1)C(=O)N(Cc1ccco1)C2=O	-0.2	1.5	9.3	-9.1
Cc1cc(C(=O)NCc2cccnc2)c2ccccc2n1	0.2	1.2	11.6	1.2
Fc1cccc(CN2CCC[C@H]2c2nc3ccc(-c4ccncc4)cc3[nH]2)c1	-0.2	0.3	9.8	-14.2
Following part
SMILES	FBW7 activator	GPR151 activ	MITF primary	TEAD-YAP inh
CN1CCN(c2ccc(-c3cc(C(=O)Nc4ccccc4)ccn3)cc2)CC1	0.0	0.0	29.6	-12.6
O=C(O)CC(NC(=O)C(F)(F)F)c1ccccc1Br (stereo not drawn)	0.3	0.4	13.9	-0.3
COc1ccc(/C(O)=C2\C(=O)C(=O)N(CCCN3CCOCC3)C2c2ccc(C)cc2)cc1 (stereo not drawn)	0.1	-0.2	16.6	4.5
Cc1cc(NC(=O)c2ccccc2)ncc1NC(=O)C1CC1	0.2	-5.2	5.6	-5.0
COc1ccc(CCNC(=O)CSc2nc3n[nH]c(C)c3c(=N)n2-c2cc(Cl)ccc2C)cc1OC	0.2	-0.7	17.3	6.1
Cc1nc2ccc(S(=O)(=O)NC(C(=O)NC3CCCC3)C(C)C)cc2s1 (stereo not drawn)	0.0	0.3	9.5	2.4
CC(=O)c1cc2c(cc1NS(=O)(=O)c1cccc(Cl)c1)OCO2	0.5	0.1	15.6	-6.0
COC(=O)c1ccc2c(c1)C(=O)N(c1ccc(N)cc1)C2=O	0.0	-0.3	-3.1	3.1
O=C1CC(C(=O)O)S/C(=N\N=C2CCCC2)N1 (stereo not drawn)	0.6	0.1	15.2	20.1
CC1CCCCC1NC(=O)/C(C#N)=C/c1cccc(O)c1 (stereo not drawn)	-0.1	0.0	11.6	5.8
O=S(=O)(NCCCCc1ccccc1)c1ccc2oc3ccccc3c2c1	0.0	0.4	3.4	-2.5
c1ccc(-c2nc(-c3ccccc3)c(-c3ccccc3)[nH]2)cc1	0.1	2.5	-2.8	21.8
CC(C)(CNC(=O)Cc1c(Cl)cccc1Cl)N1CCOCC1	0.0	0.1	17.0	-2.4
O=C1CCCc2nc(N3CCOCC3)sc21	0.0	-0.8	7.6	-6.3
Cc1cccc(C)c1-n1c(=S)sc2c(=O)n(-c3ccc(Br)cc3)c(SCc3ccc(Cl)cc3)nc21	0.0	-2.1	-12.1	-14.2
COc1ccc(C(=O)CCC(=O)Nc2ccc(C)c(Cl)c2)cc1	-0.1	-0.5	-5.8	-3.4
O=C(NCCCO)c1ccc2[nH]c3c(c2c1)CCCC3	0.1	-0.3	15.1	-16.4
